High-throughput results as filed in PubChem BioAssay.
aSyn rescue: alpha-synuclein toxicity inhibition in yeast; AID 652106; Potency, µM (series often up to 46.1 µM), for inactives: at the top dose growth rescue (activation), hits mostly activators; Yeast expressing alpha-synuclein, growth rescue, BacTiter-Glo, 24 h; 370,000 compounds, 0.14% hits; further: potency means the concentration at half of the fitted maximal effect; % of control where 0% means no effect; nearly all actives have a fitted effect of over 65% in size
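Screening used galactose-induced yeast with toxic alpha-synuclein levels, exposed to compound for 24 hr at 30 deg C. Cell growth, read with BacTiter-Glo luminescence, gave the measured signal.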
GLP1R inv ag: acts as inverse agonist at human GLP-1 receptor; HEK293 GLP-1R CRE-luciferase, luminescence, 24 h; GLP-1R form is constitutively active; 410,000 compounds, 1.6% hits; Potency, µM (titrated, usually from 38.3 µM), for inactives: at the highest dose activity change, negative = inhibition, actives largely listed as inhibitors; further: potency means the concentration at half of the fitted maximal effect; on the % scale 0 is the no-effect control and ±100 the full control effect; nearly all actives have a fitted effect of over 55% in size
Target sequence (P43220 whole entry, looked up): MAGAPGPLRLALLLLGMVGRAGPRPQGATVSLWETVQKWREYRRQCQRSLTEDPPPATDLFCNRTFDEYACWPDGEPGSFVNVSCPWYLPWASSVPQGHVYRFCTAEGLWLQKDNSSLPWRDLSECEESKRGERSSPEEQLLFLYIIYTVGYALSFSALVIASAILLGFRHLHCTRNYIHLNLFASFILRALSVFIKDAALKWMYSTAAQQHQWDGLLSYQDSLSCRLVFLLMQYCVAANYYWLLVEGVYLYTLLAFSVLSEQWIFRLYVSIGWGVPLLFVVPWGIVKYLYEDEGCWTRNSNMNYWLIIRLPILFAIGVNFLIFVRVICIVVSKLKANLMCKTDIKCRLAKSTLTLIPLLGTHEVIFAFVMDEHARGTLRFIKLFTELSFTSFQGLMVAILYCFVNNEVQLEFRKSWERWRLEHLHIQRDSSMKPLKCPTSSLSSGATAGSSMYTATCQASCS
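Seeding at 200 cells/uL, 12 h culture, 24 hr compound treatment, then luciferase reagent and a luminescence read; cells are HEK293 stably expressing a constitutively active GLP-1R plus cAMP-responsive luciferase.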
PTHR1 agonist: agonists of human PTHR1 parathyroid hormone receptor. AID 743266. HEK293 GP2 PTHR1 cells, GloSensor cAMP luminescence, 1 h. 410,000 compounds, 0.075% hits. Potency, µM (series often up to 115 µM), inactives show at the highest dose activation, most hits filed as activators; further: potency means the concentration at half of the fitted maximal effect; nearly all actives have a fitted effect of over 55% in size; some results filed as inactive show a strong effect at the top dose; inactives centre near -15; many of its hits are not listed in these tables
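HEK-293-derived GP2 cells expressing PTHR1 and a GloSensor cAMP reporter, 3,000/well, plated overnight, given luciferin plus IBMX (each 0.5 mM as added) for 1 h at 37 °C, then compound for 1 h at 37 °C. Luminescence was read after 15 min at room temperature.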
DRD3 antagonist: antagonists of human D3 dopamine receptor; D3R cells, DiscoveRx beta-arrestin luminescence, antagonist mode; hits give low values; 360,000 compounds, 2.5% hits; P35462; max response, negative = inhibition, %; in the data active means max response below about -50%; inconclusive means no clear call, values can overlap the other calls; further: on the % scale 0 is the no-effect control and ±100 the full control effect; mostly tested at two doses, the higher about 12 µM
Target sequence (P35462 whole entry, looked up): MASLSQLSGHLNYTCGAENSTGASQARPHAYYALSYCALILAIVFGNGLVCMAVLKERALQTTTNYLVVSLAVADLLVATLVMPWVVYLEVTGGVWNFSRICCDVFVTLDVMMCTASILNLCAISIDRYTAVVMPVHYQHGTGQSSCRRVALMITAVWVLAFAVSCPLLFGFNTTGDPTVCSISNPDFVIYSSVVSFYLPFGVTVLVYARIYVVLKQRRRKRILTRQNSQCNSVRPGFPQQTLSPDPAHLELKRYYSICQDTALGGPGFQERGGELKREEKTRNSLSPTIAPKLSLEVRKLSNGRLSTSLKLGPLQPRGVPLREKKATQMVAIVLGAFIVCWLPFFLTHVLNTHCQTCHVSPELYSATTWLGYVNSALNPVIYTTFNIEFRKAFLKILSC
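Cells plated overnight at 1500 cells/well, then exposed to library compounds with dopamine controls for 90 minutes at 37 degrees C. DiscoveRx reagent added for 30–60 minutes at room temperature; luminescence read, quantitative HTS format.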
Akt phos inh: blocks phosphorylation of Akt; Neuro2A IGF-stimulated pAkt S473 HTRF, 20 min; hits give low values; activity change, % for hits at 50 µM; 360,000 compounds, 0.32% hits; AID 651550; in the data active means activity change below about -80%; inconclusive means mostly about -51% to -80%; further: on the % scale 0 is the no-effect control and ±100 the full control effect
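Neuro2A cells in DMEM with 0.5% FBS, overnight at 37 deg C, given compound at single 50 µM final, then IGF (6 nM final) for 20 min at 37 deg C. Lysed; phospho-Akt Ser473 by HTRF after 24 h, 665/615 ratio.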
Abeta rescue: restores growth of yeast expressing A-beta42 peptide; AID 1347071; yeast expressing A-beta42, growth rescue, OD600, 48 h; response scale: 0% DMSO, 100% iron-clioquinol control; 410,000 compounds, 0.063% hits; Potency, µM (series often up to 46.1 µM), for the others: at the top dose growth rescue, actives largely listed as activators; further: potency means the concentration at half of the fitted maximal effect; nearly all actives have a fitted effect of over 55% in size
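Growth rescue measured by 600 nm absorbance after 48 h yeast culture at 30 C with compound. Values normalized between DMSO and an equimolar ferric chloride plus clioquinol control.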
FUS yeast rescue: suppressors of FUS proteinopathy in yeast | S. cerevisiae FUS-expressing, growth rescue, OD600, 24 h | Potency, µM (top dose mostly 76.6 µM), without a hit: top-dose growth rescue (activation), actives largely listed as activators | 390,000 compounds, 0.24% hits | AID 1347120;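 further: potency means the concentration at half of the fitted maximal effect; plate controls were DMSO vehicle for no effect and reference control for full effect; nearly all actives have a fitted effect of over 55% in size; some results filed as inactive show a strong effect at the top dose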
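Compound concentration series was pinned onto galactose-induced FUS-expressing yeast seeded at OD 0.005. Plates sat 24hr at 30C; absorbance at 600 nm gave growth. DMSO served as background control.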
TDP43 rescue: TDP-43 toxicity inhibition in yeast. AID 652104. 410,000 compounds, 1.8% hits. Potency, µM (top dose mostly 46.1 µM), without a hit: at the top dose growth rescue (activation), usual class: activators. TDP-43 expressing yeast growth rescue, BacTiter-Glo, 24 h; further: potency means the concentration at half of the fitted maximal effect; % of control where 0% means no effect; nearly all actives have a fitted effect of over 50% in size
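Yeast cells expressing TDP-43 under galactose induction are exposed to compounds for 24 hr at 30 deg C. BacTiter-Glo luminescence measures growth, so protective compounds score as activators.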
GLP-1R agonist: GLP-1 receptor (human) agonism | HEK293 GLP-1R CRE-luciferase, luminescence, 4-6 h; cells express a hypersensitive GLP-1R form | P43220 | 380,000 compounds, 0.007% hits | AID 624172 | Potency, µM (top dose mostly 45.6 µM), without a hit: at the top dose activation, actives largely listed as activators; further: potency means the concentration at half of the fitted maximal effect; % of control where 0% means no effect
* hit, by the source's call; i = inactive; u = inconclusive; x = no result given; & = joins results of further samples; [ ] = another dose, or the depositor's remark. Unless noted, the call rests on the fitted dose curve; in most records, active means well fitted curve in the direction sought with a large enough effect; inconclusive means small, poorly fitted or top-dose-only effect, or another doubt; inactive means no such curve, though single readings can be large; an effect the other way counts as inactive or inconclusive.

SMILES	aSyn rescue	GLP1R inv ag	PTHR1 agonist	DRD3 antagonist	Akt phos inh	Abeta rescue	FUS yeast rescue	TDP43 rescue	GLP-1R agonist
CCOc1ccc(C(=O)NNC2CC(=O)N(CCc3ccccc3)C2=O)cc1OC (stereo unspecified)	-3%	13%	i	8	i	32%	x	-22%	2%
Cn1c(CCNC(=O)c2cc(COc3ccc(F)c(F)c3)on2)nc2ccccc21	1%	-28%	0%	11	i	2%	12%	1%	16%
CCOc1ccc(CCNC(=O)COC(=O)c2ccc(Cl)nc2)cc1OCC	-7%	42%[activator]	-11%	-5	i	-3%	32%	-27%	15%
CCCNC(=O)Cn1cnc2sc(C(=O)N3CCCC(C(=O)OCC)C3)c(C)c2c1=O (stereo unspecified)	5%	-4%	i	2	i	3%	-16%	8%	1%
CCNC(=O)C1(C)CCN(C(=O)c2cccc(OC(C)=O)c2C)C1 (stereo unspecified)	1%	7%	i	21	i	-5%	-30%	27%	-5%
CC1(C)CC(O)C(CCC(O)c2ccccc2)C(C)(C)N1 (stereo unspecified)	3%	2%	i	u	i	11%	5%	-7%	-15%
FC(F)(F)c1cc(Cl)c2nc(-c3ccccc3)c(Cc3cccc(Cl)c3)n2c1	7%	19%	-44%[inhibitor]	9	i	-20%	-10%	1%	-4%
Cc1noc(C)c1C(=O)OCC(=O)NCc1ccccc1	2%	-24%	i	-17	i	-4%	8%	-5%	13%
Cc1cnc(C(=O)OC(C)C(=O)NCc2ccccc2)cn1 (stereo unspecified)	-3%	18%	-2%	-2	i	19%	0%	23%	-9%
CN(CC(=O)Nc1ccc(F)cc1)C(=O)CN1C(=O)NC2(CCCC2)C1=O	-5%	-5%	i	-8	i	-6%	20%	-18%	1%
O=C(NCC1CCCN(Cc2nccs2)C1)c1cccc2ccccc12 (stereo unspecified)	1%	-7%	12%	-17	i	-14%	38%	-44%[inhibitor]	u
Cc1ccc(Cn2ccnc2SCC(=O)Nc2nnc(C)s2)cc1	x	10%	-22%	x	x	-7%	11%	25%[9.22 µM]	x
CCC(=O)N1CCCC1(C)C(=O)NCc1ccc(SC)cc1 (stereo unspecified)	-5%	22%	0%	0	i	-21%	-17%	1%	7%
COc1ccc(NC(=O)CCNC(=O)Cn2cnc3sc4c(c3c2=O)CCCC4)cc1OC	-5%	-28%	i	6	i	3%	11%	-2%	4%
CCN(C(=O)CN1CCCC(C)C1)c1c(N)n(Cc2ccccc2)c(=O)[nH]c1=O (stereo unspecified)	-1%	-39%	i	25	i	6%	x	7%	-11%
COc1ccc2cc(C(=O)N3CCN(c4ccccc4OC)CC3)[nH]c2c1	5%	u	4%	16	i	-38%[inhibitor]	u	u	-3%
CN1CCN(S(=O)(=O)c2cccc(C(=O)N(c3ccccn3)C3CCCCC3)c2)CC1	3%	5%	-2%[57.5 µM]	0	i	6%	8%	16%	-4%
Cc1ccc(NC(=O)CN2C(=O)CCn3nc(-c4cccn4C)cc32)cc1	x	-16%	-10%	x	x	-13%	24%	25%	x
Cc1[nH]c2ccc3c(ncn3CCC#N)c2c1C	4%	-3%	i	7	i	-4%	14%	9%	8%
CCC(C)NC(=O)CSc1nc2ccsc2c(=O)n1NC(=O)c1ccccc1 (stereo unspecified)	-7%	-2%	-5%[57.5 µM]	-6	i	-13%	18%	-18%	-2%
COc1cc(C2c3c(oc4ccccc4c3=O)C(=O)N2Cc2ccc(C)cc2)ccc1O (stereo unspecified)	x	-1%	-22%	x	x	-2%	-17%	19%	x
N#C/C(=C/c1ccc2c(c1)OCO2)C(=O)Nc1ccc(O)cc1	-9%	0%	-51%[inhibitor]	-11	i	3%	20%	-10%	13%
O=C(NCC(c1ccco1)N1CCN(c2ccc(F)cc2)CC1)OCc1ccccc1 (stereo unspecified)	-8%	3.5µM*	-77%[inhibitor]	u	i	8%	20%	-24%	-1%
Cc1cc(=O)oc2cc(NC(=O)c3ccccc3C(=O)O)ccc12	-6%	25%	i	-9	i	-3%	20%	5%	0%
O=[N+]([O-])c1ccc(S(=O)(=O)Nc2ccc(S(=O)(=O)N3CCCC3)cc2)cc1	0%	0%	-17%	3	i	6%	6%	-7%	25%
O=c1nc2cccc3c2=c(/c1=C(\O)c1ccccc1)c1ccccc1c3=O	-4%	2%	-23%	-15	i	-7%	6%	-3%	-5%
O=C(COC(=O)c1ccccc1)NCc1ccco1	-1%	0%	-9%	-21	i	7%	x	4%	-5%
CCCCN(CC(=O)NCc1ccc(F)cc1)C(=O)c1ccco1	u	12%	i	5	i	-5%	-1%	-1%	-3%
O=C(Nc1ccccc1)c1cccc(C(F)(F)F)c1	-10%	1%	i	-1	i	11%	x	-5%	3%
Cc1ccccc1-n1c(-c2ccco2)n[nH]c1=S	-1%	1%	i	-22	i	4%	7%	2%	-1%
CC(=O)Nc1ccc(NC(=O)c2c(C)nn(Cc3ccccc3Cl)c2C)cc1	1%	2%	u	-5	i	u	43%	-9%	8%
O=C(CN1CCOCC1)NCc1ccccc1	-8%	1%	-7%[57.5 µM]	u	x	-5%	18%	-4%	-9%
COc1cccc(CNc2nc(-c3cccnc3)nc3ccccc23)c1	7%	u	-96%[inhibitor]	9	i	22%	12%	28%	17%
Cn1c(COc2cccc3ccccc23)nnc1SCC(=O)OC1CCCCC1	u	-14%	i	7	i	-13%	u	25µM*	21%
Cc1ccc(C2C=C(c3ccc(Cl)cc3)Nc3nc(NS(=O)(=O)c4ccccc4)nn32)cc1 (stereo unspecified)	x	-4%	i	x	x	7%	6%	8%	x
O=C(CSc1nnnn1-c1cccc(F)c1)NC1CC1	-8%	-6%	-17%	-24	i	-16%	13%	-10%	4%
NC(=O)c1nn(-c2ccccc2)nc1NC(=O)CN1CCCC1	-1%	8%	i	-6	i	-3%	3%	-17%	8%
CCOC(=O)N1CCC(NCCNC(=O)c2ccccc2)CC1	4%&-5%	-22%&16%	i	-73*	i	13%&-2%	17%&-12%	22%&15%	-7%&-2%
CCC(C)NS(=O)(=O)c1ccc(NC(=O)C(Sc2ccccc2)c2ccccc2)cc1 (stereo unspecified)	12%	u	-8%	-30	i	30%	20%	0%	-5%
COc1ccc(C(c2nnnn2C2CCCCC2)N2CCN(C/C=C/c3ccccc3)CC2)cc1 (stereo unspecified)	u	-3%	-25%	-84*	i	-6%	-10%	7%	0%

One compound at a time, from the list above:
Record of Cc1ccc(C2C=C(c3ccc(Cl)cc3)Nc3nc(NS(=O)(=O)c4ccccc4)nn32)cc1 (stereo unspecified) → aSyn rescue = x; GLP1R inv ag = -4%; PTHR1 agonist = i; DRD3 antagonist = x; Akt phos inh = x; Abeta rescue = 7%; FUS yeast rescue = 6%; TDP43 rescue = 8%; GLP-1R agonist = x
Record of O=C(CN1CCOCC1)NCc1ccccc1 → aSyn rescue = -8%; GLP1R inv ag = 1%; PTHR1 agonist = -7%[57.5 µM]; DRD3 antagonist = u; Akt phos inh = x; Abeta rescue = -5%; FUS yeast rescue = 18%; TDP43 rescue = -4%; GLP-1R agonist = -9%

New compounds follow
SMILES	aSyn rescue	GLP1R inv ag	PTHR1 agonist	DRD3 antagonist	Akt phos inh	Abeta rescue	FUS yeast rescue	TDP43 rescue	GLP-1R agonist
CC(C)(C)C(=O)Cn1ncc(N2CCOCC2)c(Br)c1=O	-1%	8%	i	-2	i	7%	4%	-7%[9.22 µM]	-1%
CCOc1ccc(/C=N/Nc2ccccn2)cc1OC	-9%	13%	-12%	u	i	-21%	18%	-10%	14%
Cc1c(C(=O)O)oc2ccc(S(=O)(=O)N3CCC(C)CC3)cc12	12%	5%	-15%	3	i	14%	15%	5%	-17%
O=C1CCCC(O)=C1N=Nc1c(Cl)cc(Cl)cc1Cl	2%	2%	0%	-16	i	-24%	1%	2%	-2%
N#Cc1c(N2C(=O)C3C4C=CC(C4)C3C2=O)sc2c1CCC2 (stereo unspecified)	0%	-1%	-1%	6	i	7%	7%	15%	8%
O=C(CCS(=O)(=O)c1ccc(F)cc1)Nc1nnc(-c2ccc(F)cc2)o1	-1%	46%[activator]	-16%	0	i	-8%	1%	8%	10%
O=C(O)c1cccc(N=NN2CCOCC2)c1	2%	-4%[7.66 µM]	-17%	6	i	-10%	8%	-7%[9.22 µM]	1%
COc1ccc2c(c1)/C(=C\c1cccc(/C=C3/C(=O)Nc4ccc(OC)cc43)n1)C(=O)N2	1%	u	-38%	-53*	i	8%	x	-6%	-1%
CCC(NC(=O)Nc1ncccc1C)(C(F)(F)F)C(F)(F)F	1%	14%	-13%[57.5 µM]	34	i	15%	-24%	3%	-16%
O=C(NCCCN1CCOCC1)c1cc(-c2cccs2)on1	u	23%	-7%	-10	i	-6%	-15%	-15%	14%
O=C(CN1CCCC1)N1CCCc2c1c(=O)oc1ccc(OCc3ccccc3)cc21	-6%	u	i	-25	i	-19%	30%	-38%[inhibitor]	1%
c1ccc(C[n+]2cccc3c4ccccc4ccc32)cc1	-14%	u	-74%[inhibitor][57.5 µM]	-10	i	-4%	16%	2%	-7%
COc1ccc(CCC(=O)Nc2ccc(Cl)c(S(=O)(=O)N3CCOCC3)c2)cc1OC	6%	-26%	-49%[inhibitor]	11	i	-9%	x	-15%	-3%
COc1ccc(S(=O)(=O)N2CCCCC2)cc1NC(=O)Cn1cnc2c1c(=O)n(C)c(=O)n2C	-3%	21%	i	24	i	4%	12%	15%	-3%
CNC(=O)/C(=C\c1cccc(Oc2ccccc2)c1)NC(=O)c1ccccc1	2%	-17%	-25%	-6	i	-3%	20%	-1%	10%
COc1ccc(Cl)cc1-c1cc(C(=O)NC2CCCCC2)[nH]n1	9%	u	i	-14	i	6%	34%	22%	23%

This is a subset; rates above refer to the full screens.
